# DT40 TDP1 no CPT – qHTS for Inhibitors of human tyrosyl-DNA phosphodiesterase 1 (TDP1): qHTS in cells in absence of CPT; DT40 Tdp1-/- hTDP1 cells, no CPT, ATP luminescence, 48 h; Potency, µM (doses to about 46.2 µM), for inactives: at the highest dose activity change, negative = growth inhibition, most hits filed as inhibitors; actives 15% (n = 420,000); also: nearly all actives have a fitted effect of over 55% in size
#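 Luminescent ATP content (CellTiter-Glo) served as the growth readout. Knockout chicken DT40 cells expressing human TDP1 were exposed to compounds without camptothecin for a minimum 48 hr at 37 °C.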
# DT40 TDP1 CPT – qHTS for Inhibitors of human tyrosyl-DNA phosphodiesterase 1 (TDP1): qHTS in cells in presence of CPT. chicken DT40 Tdp1-/-;hTDP1 cells + 20 nM CPT, ATP luminescence, 48 h. Potency, µM (series often up to 46.2 µM), for the others: top-dose activity change, negative = growth inhibition, most hits filed as inhibitors. actives 12% (n = 420,000). AID 686979, 2013; also: nearly all actives have a fitted effect of over 55% in size
#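 Chicken DT40 Tdp1-/- cells stably complemented with human TDP1 were seeded at 400 cells/well in medium containing 20 nM camptothecin, exposed to pin-transferred compounds, and grown at 37 °C for at least 48 hr. Viability was read as ATP luminescence.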
# KAT2A inh – qHTS Assay for Inhibitors of GCN5L2 | Histone acetyltransferase KAT2A (Homo sapiens), Q92830 | GCN5L2 HAT assay, ThioGlo1 CoA-SH fluorescence | Potency, µM (series often up to 58.9 µM), for inactives: at the top dose activity change, negative = inhibition, actives largely listed as inhibitors | actives 0.21% (n = 390,000) | AID 504327, 2011
# Target sequence (Q92830 whole entry, looked up): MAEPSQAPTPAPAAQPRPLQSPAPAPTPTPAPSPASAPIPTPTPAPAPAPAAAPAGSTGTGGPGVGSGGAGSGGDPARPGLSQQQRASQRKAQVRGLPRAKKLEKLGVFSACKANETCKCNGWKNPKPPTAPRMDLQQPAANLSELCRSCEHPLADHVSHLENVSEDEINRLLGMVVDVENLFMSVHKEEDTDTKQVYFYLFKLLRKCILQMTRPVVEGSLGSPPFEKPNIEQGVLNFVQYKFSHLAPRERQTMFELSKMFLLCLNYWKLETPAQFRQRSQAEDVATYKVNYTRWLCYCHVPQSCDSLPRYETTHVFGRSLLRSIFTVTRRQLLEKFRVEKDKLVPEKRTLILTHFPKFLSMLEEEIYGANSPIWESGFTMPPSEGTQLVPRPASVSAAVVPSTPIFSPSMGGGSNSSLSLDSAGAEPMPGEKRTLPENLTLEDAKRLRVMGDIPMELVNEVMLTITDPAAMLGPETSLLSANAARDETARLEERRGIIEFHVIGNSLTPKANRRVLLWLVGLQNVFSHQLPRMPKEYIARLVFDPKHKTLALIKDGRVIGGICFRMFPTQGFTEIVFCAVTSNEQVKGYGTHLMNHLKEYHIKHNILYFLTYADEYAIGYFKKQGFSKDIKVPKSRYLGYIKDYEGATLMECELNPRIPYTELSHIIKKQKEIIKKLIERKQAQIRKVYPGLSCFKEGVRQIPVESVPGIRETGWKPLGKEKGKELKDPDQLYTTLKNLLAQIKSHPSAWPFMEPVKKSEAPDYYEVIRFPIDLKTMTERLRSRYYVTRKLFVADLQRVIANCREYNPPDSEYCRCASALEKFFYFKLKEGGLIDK
#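 Free CoA generated was detected with ThioGlo1 (50uM) fluorescence at Ex340nm/Em540nm, read immediately and after 20 min at room temperature. Enzyme, 20 nM in HEPES pH 7.5 buffer, saw compounds 15 min before adding 75uM H3(1-25) peptide and 70uM acetyl-CoA.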
# * = called active by the depositor; ? = inconclusive; · = no result given; & = joins results of further samples; [ ] = remark or other dose. Calls follow the shape of the dose curve; as a rule, active = well fitted curve in the direction sought with a large enough effect; inconclusive = small, poorly fitted or top-dose-only effect, or another doubt; inactive = no such curve, though single readings can be large; an effect the other way counts as inactive or inconclusive. % is scaled to controls: 0 for no effect and ±100 for the full control effect; potency is read from the fitted curve at half-maximal effect. These rows are one share of the data; rates above refer to the full screens.
no.	SMILES	DT40 TDP1 no CPT	DT40 TDP1 CPT	KAT2A inh
1	Cc1cccc(-c2noc(-c3ccccc3OCC(=O)Nc3ccccc3[N+](=O)[O-])n2)c1	16µM*	?	-13%
2	CS(=O)(=O)c1ccc(C(=O)Nc2cc(-c3ccccc3)nn2-c2ccccc2)cc1	?	?	-10%
3	Cc1cc(C)nc(Nc2cccc(Cl)c2)n1	-6%	-6%	-3%
4	CCOc1cccc(C(=O)Nc2nnc(S(=O)(=O)N(C)c3ccc(C)cc3)s2)c1	23µM*	?	-4%
5	Cc1ccc(-c2cc(NC(=O)CSc3n[nH]c(N)n3)n(-c3ccccc3)n2)cc1	?	-12%	1%
6	COc1cc(/C=C2\SC(=S)N(Nc3ccccc3)C2=O)ccc1O	?	?	-5%
7	Cc1ccc(S(=O)(=O)Nc2ccc(S(=O)(=O)Nc3ncccn3)cc2)cc1	-19%	-2%	1%
8	CCc1cccc(CC)c1NC(=O)CSc1nnc(C2CC2)n1N	21%	8%	-2%
9	COC(C[C@H]1O[C@H]1[C@@H](O)[C@@H](C)OCc1ccccc1)OC	1%	-31%	37%[activator]
10	C/C(=N\NC(=O)c1nn(C)c(C)c1Br)c1ccc(NC(=O)c2ccc(C)s2)cc1	-5%	-3%	-3%
11	Cc1ccccc1-c1nc(CNC(=O)Nc2ccccc2)c(C)o1	-6%	-21%	-10%
12	COC(=O)c1c(NC(=O)Cc2cccs2)sc(C)c1C	-19%	-3%	-1%
13	CS(=O)(=O)c1ccc(Cl)c(NC(=O)COC(=O)c2cccc(C#N)c2)c1	-1%	8%	-5%
14	CC1=C(C(=O)OC2CCCCC2)C(c2cccc([N+](=O)[O-])c2)NC(=O)N1 (centres undefined)	?	?	-5%
15	CCCCCOC(=O)c1ccc(OC(=O)c2cncc(Br)c2)cc1	-17%	-3%	-9%
16	CCc1ccc(Nc2ncnc3sc4c(c23)CCCC4)cc1	18µM*	21µM*	2%
17	Cc1ccsc1C(=O)OCC(=O)c1cc(C)n(C)c1C	?	-23%	-2%
18	Cc1sc(NC(=O)CSC2=NCCS2)nc1-c1ccccc1	?	-23%	-7%
19	CCOc1ccccc1NC(=O)CN1c2ccccc2S(=O)(=O)c2ccccc21	?	26µM*	-13%
20	COc1ccc(-n2nnnc2SCC(=O)NCCc2ccccc2)cc1OC	-12%	-22%	-8%
21	Cc1cccc(C)c1NC(=O)c1cn(-c2ccccc2)nc1-c1ccccc1	?	-2%	-9%
22	CCc1ccc(NC(=O)[C@H](Cc2c[nH]c3ccccc23)NC(=O)[C@@H]2Cc3ccccc3CN2)cc1	?	18µM*	-12%
23	CCCCNC(=O)Cn1c(=O)c2c(ncn2CC)n(Cc2ccccc2)c1=O	?	-8%	8%
24	CCOC(=O)CN1C(=O)COc2ccc(C(C)(C)C)cc21	?	-22%	-2%
25	O=C1NC(=O)C(c2ccc(Cl)cc2Cl)N1 (centres undefined)	-8%	4%	·
26	CN(C)CCCNC(=S)N(CCCO)Cc1cc2cc3c(cc2[nH]c1=O)OCO3	18%	-18%	-5%
27	CCCCn1cc(S(=O)(=O)c2ccc(OCC)cc2)c(=O)c2cc(OC)c(OC)cc21	?	?	-4%
28	O=C(O)c1cccc(NC(=S)N/N=C/c2ccccn2)c1	-2%	-4%	-8%
29	CCc1ccc(CN(C)C(=O)c2ccc3c(=O)n4c(nc3c2)CCC4)cc1	?	-20%	-1%
30	CCNC(=O)c1c(NC(=O)c2cc(=O)c3ccc(C)c(C)c3o2)sc2c1CCCC2	-14%	11%	-6%
31	O=C(C(Sc1ccccc1)c1ccccc1)N1CCN(c2ccccc2F)CC1 (centres undefined)	23µM*	?	-8%
32	CCCC1=NN(C(=O)CCc2ccccc2O)C(O)(C(F)(F)F)C1 (centres undefined)	-7%	-16%	1%
33	CCOC(=O)c1ccccc1NC1c2ccccc2C(=O)N1c1ccc(C)cn1 (centres undefined)	18µM*	?	-5%
34	Cc1cccc(NC(=O)c2ccc3c(O)c(S(=O)(=O)c4ccccc4)c(=O)[nH]c3c2)c1C	6%	5%	-8%
35	Cc1ccc(OCC(=O)Nc2cccc(S(=O)(=O)NC3=NCCCCC3)c2)cc1C	?	?	-6%
36	CCOc1ccc(N(C)S(=O)(=O)c2ccc3[nH]cc(C(=O)NCCCOC)c(=O)c3c2)cc1	21µM*	23µM*	1%
37	COc1ccc(CNC(=O)Cn2nc([N+](=O)[O-])c(Br)c2C)cc1	-6%	3%	-4%
38	Cc1ccc(S(=O)(=O)N2CCN(C(=O)c3sccc3-c3ccccc3)CC2)cc1	18µM*	?	-3%
39	COc1ccc(N(CC(=O)Nc2cccnc2)S(=O)(=O)c2ccc(C)cc2)cc1Cl	-11%	-6%	-3%
40	O=C1c2ccccc2S(=O)(=O)N1Cc1ccccc1[N+](=O)[O-]	-11%	-15%	0%

# Fetched one by one from the list above (two):
no.	SMILES	DT40 TDP1 no CPT	DT40 TDP1 CPT	KAT2A inh
17	Cc1ccsc1C(=O)OCC(=O)c1cc(C)n(C)c1C	?	-23%	-2%
22	CCc1ccc(NC(=O)[C@H](Cc2c[nH]c3ccccc23)NC(=O)[C@@H]2Cc3ccccc3CN2)cc1	?	18µM*	-12%

# (further entries)
no.	SMILES	DT40 TDP1 no CPT	DT40 TDP1 CPT	KAT2A inh
41	CCCS(=O)(=O)NC(=O)C1(C)CCN(C(=O)c2cc(F)cc(F)c2)C1 (centres undefined)	8%	-63%	·
42	CN(C)CCCNC(=O)c1ccc(=O)[nH]n1	8%	-2%	1%
43	CCN(CC)c1nc2n(c(=S)n1)CCS2	-8%	-19%	-11%
44	O=C(O)[C@H]1CN(CCCP(=O)(O)O)CCN1	-6%&-1%	23%&0%	-13%
45	COc1ccc(CC(=O)Nc2nc3ccc(F)cc3s2)cc1S(=O)(=O)N1CCOCC1	?	?	-13%
46	CSc1ncccc1C(=O)N1CCN(S(=O)(=O)c2ccc(F)cc2)CC1	12%	-21%	-20%
47	CC(c1ccccc1)n1c(N2CCN(C)CC2)nc2c1c(=O)[nH]c(=O)n2C (centres undefined)	-2%	1%	2%
48	CSc1nc(O)c(Cc2ccccc2)c(=O)[nH]1	-1%	-3%	0%
49	CC(C)NC(=O)N1CC2(CCN(C(=O)c3ccncc3)CC2)C1	-4%	17%	3%
50	O=C(CCNC(=O)c1ccc(Br)cc1)NCCCc1ccccc1	?	-24%	-5%
51	CCCNC(=O)C1(C)CCN(Cc2ccc(-n3ccnc3)cc2)C1 (centres undefined)	-5%	1%	·
52	Cc1nc(SCC(=O)c2cc3ccccc3oc2=O)c(C#N)c(-c2ccccc2)c1C(=O)Nc1ccccc1	18µM*	?	-11%
53	CCN(CC)CC(O)COCCC12CC3CC(CC(C3)C1)C2 (centres undefined)	?	?	0%
54	Cn1c(SCC(=O)NCCN2C(=O)CSC2=O)nnc1-c1ccccc1	8%	-4%	-7%
55	CCO[C@H]1OC(C(=O)N2CCCCCCC2)=C[C@@H](C2CCCCC2)[C@@H]1CCCO	13µM*	26µM*	-8%
56	Cc1ccc(/C=N/NC(=O)c2nnn(-c3nonc3N)c2CN(C)C)o1	-4%	-3%	-10%
57	Cn1c(SCc2ccc(F)cc2)nnc1-c1ccncc1	7%	-11%	-4%
58	O=[N+]([O-])c1nn(-c2ccc3c(c2)OCCO3)n(O)c1=Nc1ccccc1	23µM*	26µM*	-6%
59	O=C(NC1CCCCC1)N1CCN(c2ccccc2)CC1	-16%	-5%	1%
60	O=C(NN=C1CCCC1)c1cccs1	4%	11%	-11%
61	COc1ccc(CNC(=O)CCCc2nnc3n(CCC(C)C)c(=O)c4sccc4n23)cc1	18µM*	18µM*	-19%
62	CC(C)(C)n1nc2c(c1NC(=O)c1ccccc1S(=O)(=O)C(F)F)CS(=O)(=O)C2	2%	-7%	-2%
63	CCOc1ccc(C(=O)N2CCN(c3ncccn3)CC2)cc1	-13%	6%	·
64	CCN(CC)CCOc1c(Br)ccc2c1sc1nc3n(c(=O)c12)CCC3	21µM*	?	-7%
65	CCOC(=O)C1CCCCN1C(=O)c1ccc2nc(Cc3ccc(OC)cc3)oc2c1 (centres undefined)	?	?	-8%
66	COc1ccc([C@H]2CC(=O)C=C(/C=C/c3ccc(Cl)cc3)C2)cc1	?	?	-12%
67	C=CCN1CCOc2ccc(C)cc2S1(=O)=O	-3%	1%	·
68	CS(=O)(=O)CCC(C(=O)OCc1ccc(Cl)cc1)N1C(=O)c2ccccc2C1=O (centres undefined)	?	1%	-4%
69	COC(=O)CN1C(=O)C(O)(CC(=O)c2ccccc2)c2ccccc21 (centres undefined)	?	?	-1%
70	Nc1ccc(OCc2ccccc2)cc1	-22%	-28%	24%
71	O=C(c1cc(-c2ccc(Cl)c(Cl)c2)on1)N1CCCCCC1	-28%	?	-2%
72	COc1ccccc1NC(=O)C[n+]1ccccc1C	5%	20%	2%
73	Cc1nn(Cc2ccc(F)cc2)c(C)c1NC(=O)c1nn(C)cc1Cl	?	-16%	3%
74	COc1ccc(OCc2cccc(C(=O)Nc3ccc(CN4CCCCC4)cc3)c2)cc1	?	?	-4%
75	CCCCCCSc1ccc([C@H]2N[C@@](CC(C)C)(C(=O)OC)[C@H]3C(=O)N(CC)C(=O)[C@@H]23)cc1	21µM*	21µM*	0%
76	CCCCn1c(-c2ccccc2)nnc1-c1ccccc1	?	?	-22%
77	C/C(N)=C(/C#N)C(=O)COC(=O)CCC1CCCC1	1%	-3%	-2%
78	O=C(NCCc1ccccc1)c1ccc(Cn2c(SCc3ccccc3F)nc3cccnc32)cc1	18µM*	16µM*	-12%
79	NC1=NC(=O)C(CC(=O)c2ccc(Cl)cc2)S1 (centres undefined)	-1%	-18%	1%
80	Cc1ccc(C)c(OC(=O)c2cccnc2)c1	3%	-3%	-5%

# Only DT40 TDP1 no CPT (six entries from above):
no.	Structure	DT40 TDP1 no CPT
74	COc1ccc(OCc2cccc(C(=O)Nc3ccc(CN4CCCCC4)cc3)c2)cc1	?
75	CCCCCCSc1ccc([C@H]2N[C@@](CC(C)C)(C(=O)OC)[C@H]3C(=O)N(CC)C(=O)[C@@H]23)cc1	21µM*
76	CCCCn1c(-c2ccccc2)nnc1-c1ccccc1	?
77	C/C(N)=C(/C#N)C(=O)COC(=O)CCC1CCCC1	1%
78	O=C(NCCc1ccccc1)c1ccc(Cn2c(SCc3ccccc3F)nc3cccnc32)cc1	18µM*
79	NC1=NC(=O)C(CC(=O)c2ccc(Cl)cc2)S1 (centres undefined)	-1%

# Additional results:
no.	SMILES	DT40 TDP1 no CPT	DT40 TDP1 CPT	KAT2A inh
81	COCCNC(=O)CCc1nnc(Cc2ccc(-c3ccccc3)cc2)o1	-16%	1%	2%
82	O=C(Nc1nc2ccc(Br)cc2s1)c1ccco1	-13%	6%	-6%
83	COC(=O)C[C@H]1CC[C@H](NC(=O)c2ccc(F)cc2)[C@@H](CO)O1	3%	1%	·
84	O=S(=O)(c1ccc(-c2cc(C(F)(F)F)on2)s1)N1CCCC1	-14%	9%	-7%
85	CC(=O)OC1c2ccccc2C(=O)N1c1ccccc1C (centres undefined)	3%	11%	2%
86	Cc1nc2ccc(S(=O)(=O)N(C)CC(=O)NCc3ccc4c(c3)OCO4)cc2s1	-20%	-28%	-2%
87	CN(c1ccccc1)S(=O)(=O)c1ccc(NC(=O)CC(=O)c2ccccc2)cc1	18µM*	?	·
88	COc1ccc(C2=NS(=O)(=O)N(C)C(C(=O)NCc3ccccn3)=C2)cc1	?	-21%	-8%
89	COc1ccc2nc(NC(=S)N(C)C)sc2c1	4.6µM*	4.6µM*	-3%
90	CC(C)c1ccc(NC(=O)CN(C)C2=NS(=O)(=O)c3ccccc32)cc1	?	?	·
91	Cc1cc(S(=O)(=O)N2CCC(NC(=O)C34CC5CC(CC(C5)C3)C4)CC2)ccc1-n1cnnn1	?	?	-6%
92	COc1cccc(CNC(=O)Cn2c(=O)cc(C)c3c(C)nn(C)c32)c1OC	18µM*	23µM*	-11%
93	O=C1CN(Cc2ccccc2)CC(=O)N1	-7%	-7%	·
94	O=C(COC(=O)CCc1c[nH]c2ccccc12)Nc1ccccc1	-3%	-5%	-3%
95	CC(C)c1cccc(C2=CC(=O)C[C@H](c3ccc(F)cc3)C2)c1	?	?	-6%
96	CCCCC(=O)Nc1ccc(C(=O)NCC(=O)OC)cc1	-2%	1%	-11%
97	O=C(NC1CC1)C1=C[C@@H](c2csc3ccccc23)C[C@@H](OCCCCO)O1	-20%	-19%	2%
98	COc1ccc2c(c1)c(=O)oc1c(C)c(OC(C)C(=O)NCC3CCC(C(=O)O)CC3)ccc12 (centres undefined)	?	-28%	-26%
99	Cc1cccc(CS(=O)(=O)Cc2ccc(C(=O)NCc3ccccc3)o2)c1	?	?	-18%&-1%
100	Oc1ccc2sc(-c3ccccc3O)c(-c3ccc(OCCN4CCCCC4)cc3)c2c1	?	21µM*	·

# Bioassay records as filed in PubChem.
